m5-HT2A agonist – agonists of mouse serotonin 5-HT2A receptor (HTR2A); CHO-K1 mHTR2A beta-arrestin complementation, luminescence; percent of 30 µM serotonin response; activation, % at 7.6 µM; hit rate 0.66% among 360,000;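 active = activation above a run cutoff, the mean activation of all tested compounds plus 3 SD, cut at about 14% in these data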;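 note: 0% = plate median of compound wells and 100% = 30 µM serotonin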
MC4R antagonist – human MC4R antagonism in cAMP assay; P32245; MC4R-expressing cells, MTII-stimulated cAMP, LANCE TR-FRET; inhibition, % at 6.5 µM; hit rate 0.48% among 360,000;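 active = inhibition above its plate's cutoff, the mean of tested wells on that plate plus 3 SD, cut at about 29% in these data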;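 note: 0% = Melanotan II alone and 100% = Melanotan II plus saturating MCL0020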
Target sequence (P32245 whole entry, looked up): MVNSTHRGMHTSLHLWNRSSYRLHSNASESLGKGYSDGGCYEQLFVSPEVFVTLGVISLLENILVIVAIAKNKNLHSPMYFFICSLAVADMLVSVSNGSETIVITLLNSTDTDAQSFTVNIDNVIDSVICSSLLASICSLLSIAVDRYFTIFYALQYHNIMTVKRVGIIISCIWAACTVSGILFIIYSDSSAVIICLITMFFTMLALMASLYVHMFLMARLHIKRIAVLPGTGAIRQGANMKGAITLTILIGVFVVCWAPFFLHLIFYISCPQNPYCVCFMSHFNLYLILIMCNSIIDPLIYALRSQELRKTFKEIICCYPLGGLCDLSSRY
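material = U2OS cells stably expressing human melanocortin 4 receptor (MC4R) | also added = Melanotan II challenge | dosing = single nominal compound dose of 6.5 µM | detection = TR-FRET with Eu-cAMP and labeled anti-cAMP, 671 nm | replication = singlicate | timing = compound 30 min, challenge 1 h, detection 1 h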
TLR9-MyD88 block – inhibitors of human TLR9-MyD88 binding. hit rate 0.21% among 340,000. Q9NR96+Q99836. inhibition, % at 4.98 µM. CHO BLA complementation TLR9-MyD88, CCF4 FRET ratio;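 active = inhibition above the mean over all tested compounds plus 3 SD, cut at about 21% in these data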;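 note: 0% = DMSO only wells and 100% = clavulanate BLA inhibitor control wells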
H9c2 protect – modulators protecting cardiomyocytes from myocardial damage | H9c2 cardiomyocytes, H2O2 injury protection, ATPLite, 2 h | hit rate 0.63% among 360,000 | protection from H2O2 cell death, % at 20 µM;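 active = compounds giving at least 50% protection of heart cells from peroxide-induced death in the single-dose screen, raw or plate-pattern-corrected value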;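 note: 0% = DMSO wells with peroxide and 100% = DMSO wells without peroxide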
SRC2 inh – inhibits human steroid receptor coactivator 2; Q15596; HEK293 GAL4-SRC2 luciferase reporter, luminescence; inhibition, % at 9 µM; hit rate 0.17% among 370,000; AID 651957;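 active = inhibition above the mean inhibition of all tested compounds plus 3 SD, set per campaign, cut at about 52% in these data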;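 note: 0% = DMSO treated cells and 100% = cells given Gossypol at 36 µM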
ABHD5 PLIN5 PPI – inhibitors of human ABHD5-perilipin-5 interaction; Q00G26+Q8WTS1; Split G. princeps luciferase complementation, luminescence, 4 h; inhibition, % at 4 µM; hit rate 0.78% among 360,000; AID 602281;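 active = inhibition above the mean inhibition across every tested compound plus 3 SD, cut at about 22% in these data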;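 note: 0% = DMSO only wells and the 100% control is not disclosed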
ABCB6 inh MLPCN – blocks the human ABCB6 transporter | hit rate 0.19% among 360,000 | fluorescence ratio to DMSO, % at 10 µM | K562-ABCB6 porphyrin accumulation, flow cytometry, 1 h; hits give low values;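 active = fluorescence ratio to DMSO below 75%, the collection mean minus 3 SD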;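 note: signal is porphyrin accumulated inside mitochondria; 100% equals median channel fluorescence of DMSO control wells; lower ratio means ABCB6 inhibition with less porphyrin fluorescence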
MC4R ag barr – activates human MC4R beta-arrestin recruitment. P32245. U2OS MC4R beta-arrestin complementation, luminescence; percent of melanotan II response, DMSO zero. activation, % at 8.9 µM. hit rate 0.98% among 360,000. AID 540308;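 active = activation above a per-plate cutoff, the mean activation of sample wells on that plate plus 3 SD, cut at about 8% in these data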
Glyco luc inh – blocks N-linked glycosylation in D54 reporter cells; D54 ERlucT glycosylation luciferase reporter, 24 h; percent of 100 nM tunicamycin response; reporter increase, % at 12.5 µM; hit rate 0.23% among 360,000;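 active = mean luciferase reporter signal, scaled so untreated is 0 and the glycosylation-blocking control 100, at or above a set limit in every replicate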;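 note: luciferase carries N-glycosylation sites so blocking glycosylation raises the light; 0% = median of neutral control wells and 100% = median of 100 nM tunicamycin wells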
NOD2-RIPK2 inh – blocks binding of human NOD2 to RIPK2. CHO BLA complementation NOD2-RIPK2, CCF4 ratio. inhibition, % at 4.98 µM. hit rate 0.38% among 360,000. AID 624267. O43353; in the data active = inhibition above about 21%;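 note: 0% = vehicle only and 100% = reference blocker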
Target sequence (O43353 whole entry, looked up): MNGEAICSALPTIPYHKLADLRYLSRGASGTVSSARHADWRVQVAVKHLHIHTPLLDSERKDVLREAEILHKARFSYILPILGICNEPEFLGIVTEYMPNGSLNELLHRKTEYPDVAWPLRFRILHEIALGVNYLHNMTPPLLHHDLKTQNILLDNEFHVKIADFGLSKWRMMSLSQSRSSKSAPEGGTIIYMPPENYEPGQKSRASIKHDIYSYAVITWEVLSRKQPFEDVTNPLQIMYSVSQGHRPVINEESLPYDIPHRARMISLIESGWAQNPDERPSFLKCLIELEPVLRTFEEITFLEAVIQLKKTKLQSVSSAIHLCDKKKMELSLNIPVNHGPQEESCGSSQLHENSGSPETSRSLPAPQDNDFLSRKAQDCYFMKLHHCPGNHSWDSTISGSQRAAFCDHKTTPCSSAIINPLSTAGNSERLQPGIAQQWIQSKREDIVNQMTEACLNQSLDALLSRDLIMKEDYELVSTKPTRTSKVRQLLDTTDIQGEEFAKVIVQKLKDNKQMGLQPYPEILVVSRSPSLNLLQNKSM
The depositor's hits bear a star; . = no result given. Not all compounds are listed (hit frequency here may not be typical).

SMILES	m5-HT2A agonist	MC4R antagonist	TLR9-MyD88 block	H9c2 protect	SRC2 inh	ABHD5 PLIN5 PPI	ABCB6 inh MLPCN	MC4R ag barr	Glyco luc inh	NOD2-RIPK2 inh
CC(Cc1cnccn1)NC(=O)c1cc(COc2ccc(F)cc2F)on1 (configuration not stated)	-1	16	1	3	-4	5	98	-2.4	2	10
COc1ccc(-n2c(SCC(N)=O)nnc2-c2ccc(NS(=O)(=O)c3ccc(C)cc3)cc2)cc1	-4	13	-12	0	21	2	100	1.4	1	-4
Cc1ccn2cc(C(=O)NCc3ccco3)nc2c1	3	8	0	0	-10	1	96	-1.1	1	-10
Cc1ccc(C(=O)C(C)OC(=O)c2cc3cc([N+](=O)[O-])ccc3oc2=O)cc1 (configuration not stated)	-6	33*	5	-12	-11	2	98	-3.3	-3	-6
C=CCN1CCN(C(c2cccc(OC)c2OC)c2nnnn2CCC(C)C)CC1 (configuration not stated)	0	11	-3	10	14	4	95	-1.5	-4	-4
Nc1nnc(-c2ccccc2)s1	3	8	-5	2	-24	4	97	2.0	2	8
COc1ccccc1C(=O)Nc1ccc2c(c1)nc(CN1CCN(C(C)=O)CC1)n2C	-1	3	7	0	-19	0	97	-1.4	1	-2
Cn1c(=O)c2c(nc(NCCO)n2C)n(C)c1=O	5	9	0	4	4	-3	97	1.2	-8	0
CCCCOCCCNCc1cccn1CCN1CCOCC1	2	0	-6	5	-9	-4	66*	-1.3	0	-2
CCOC(=O)Nc1ccc2nc(-c3cscn3)[nH]c2c1	5	-12	-13	-6	-60	6	100	-0.4	19	2
Cc1ccc(-c2csc(NC(=O)c3cccc([N+](=O)[O-])c3C(=O)O)n2)cc1	-4	8	7	2	-46	0	105	-2.2	-1	-3
CCc1nc2ccccc2nc1N1CCN(S(=O)(=O)c2ccccc2)CC1	-5	3	.	-5	19	-4	94	0.2	-3	-3
O=C(CNc1ccccc1OC(F)F)N1CCc2ccccc21	-7	-1	-4	-4	-92	5	104	8.3*	0	6
CN(Cc1cccnc1)Cc1cn(C)nc1-c1cccc(Cl)c1	-5	8	3	5	-20	-4	95	-1.6	1	-1
Cc1ccc(CNc2ccc3c(c2)ncn3C)cc1	-9	6	-4	-4	-34	0	94	-1.5	1	-4
CC(C)c1ccc(NC(=O)NCc2ccccn2)cc1	0	3	1	-1	-58	-3	99	-3.0	0	-8
C#CCOc1ccc(/C=C2/C(=O)ON=C2C)cc1Br	0	7	-1	11	10	1	100	-2.3	0	6
COc1ccc(/C=N/NC(=O)c2ccco2)cc1COc1ccc(F)cc1	7	-1	6	2	-10	0	103	0.7	-5	-3
COc1cccc(CC2(CO)CCCN(Cc3ccc(C)s3)C2)c1 (configuration not stated)	-6	0	0	2	0	-6	98	0.3	-2	-12
Cc1ccc(S(=O)(=O)N(C)C)cc1NC(=O)COC(=O)Cc1cccs1	-5	10	1	-1	-21	-7	96	-1.0	1	-3
CCc1nc2ccc(C(=O)N3CCNC(=O)C3)cn2c1N(C)CCC(C)C	-2	10	.	0	-5	6	112	1.1	0	-1
CC(C)CNC(=O)C(=O)NC1CCCC1	0	3	-3	-2	-19	2	96	-1.4	2	5
COCCn1c(C)cc(C(=O)CSc2nnc(-c3cccnc3)n2-c2ccccc2F)c1C	-4	11	4	5	-20	6	98	-2.0	-1	0
COc1ccc(NC(=O)COC(=O)c2ccc(OCc3ccc(Cl)cc3Cl)c(OC)c2)c(OC)c1	5	12	2	-13	9	1	100	-0.3	6	-4
Cc1ccc(/C=C/C(=O)c2ccc(N3CCOCC3)cc2)s1	-1	1	9	-24	-71	5	123	-1.9	-7	7
CC(=O)Nc1ccc(C(=O)NNC(=O)CCc2ccccc2)cc1	2	7	-2	7	2	-2	99	1.7	2	-5
Cc1cc(C)n2nc(C(F)(F)F)c(-c3ccccc3)c2n1	-6	14	2	-9	16	0	103	0.3	3	-3
O=C(Nc1ccccc1)C1CCCN1C(=O)Nc1ccccc1[N+](=O)[O-] (configuration not stated)	5	21	5	7	-15	3	99	-1.4	1	-18
CC1CCN(C(=O)COc2coc(CN3CCc4ccccc43)cc2=O)CC1	-1	-2	-1	-6	1	-4	96	0.4	1	-3
COCCCN(C(=O)Cc1ccc(S(=O)(=O)N2CCOCC2)s1)c1c(N)n(Cc2ccccc2)c(=O)[nH]c1=O	9	8	1	7	-12	1	98	-0.9	2	-13
COc1ccc(C(=O)NCc2cccnc2)cc1S(=O)(=O)N1CCCc2ccccc21	-7	-1	-1	1	0	10	100	-1.3	-3	2
Cc1cc(S(=O)(=O)N2CCN(c3c(C)cccc3C)CC2)ccc1F	-3	0	2	-18	9	-14	101	-2.0	-2	-1
Cc1cc(C(F)(F)F)nc(NCc2cccnc2)n1	1	6	-7	-2	-9	3	100	4.6	0	-3
Cc1c(NC(=O)c2nn3c(C(F)(F)F)cc(-c4ccccc4)nc3c2Br)c(=O)n(-c2ccccc2)n1C	0	2	-9	5	7	10	96	-1.3	1	-3
CCNC(=S)N/N=C/c1c(Cl)cccc1Cl	3	8	-4	-5	8	-3	102	-0.9	2	-2
CC(C)Cn1c(CNC(=O)c2ccccc2)nc2ccccc21	0	13	-6	-3	13	-1	105	-0.2	0	5
CC(=O)c1cc(-c2ccccc2)n(CC(=O)Nc2cccc(C)c2C)c1C	1	0	5	0	-21	0	95	0.1	1	-10
CC(C)c1ccc(C2NC(=S)NC3=C2C(=O)CCC3)cc1 (configuration not stated)	-2	3	4	-3	-12	-5	69*	-3.1	2	-7
CCOc1ccc(S(=O)(=O)Nc2cnc3ccccc3c2)cc1	-1	17	-3	-19	17	6	93	0.4	0	-9
COc1ccc(S(=O)(=O)N2CCCCC2C(=O)O)cc1 (configuration not stated)	0	6	-11	2	24	-4	96	-1.4	-2	-4
COc1cccc(/C=N/NC(=O)CCCc2ccc(OC)c(C)c2)c1	-3	6	5	-6	-2	-2	95	3.0	1	-8
CCN1CCN(C(=O)CSc2cc(=O)n(C)c3ccccc23)CC1	-1	1	-1	3	-22	-7	97	-1.2	3	1
CCCN(CCC)CCCNC(=O)c1ccc2c(Cl)c3c(nc2c1)CCC3	-11	4	6	1	-3	11	102	0.3	-6	-6
CC(/C=N/Nc1nnc(C)c(=O)[nH]1)=C\c1ccccc1	2	-2	0	8	-30	1	104	-0.5	2	0
CC1(C)C2CCC1(CS(=O)(=O)Nc1ccc(S(=O)(=O)N3CCCCC3)cc1)C(=O)C2 (configuration not stated)	1	14	4	7	-25	-4	102	0.8	-2	-8
CC(=NN(Cc1ccccc1)c1ccccc1)c1ccccc1	-3	2	-6	-8	7	-17	90	2.9	-3	2
CN(C(=O)c1cccc(N2C(=O)C3CC=CCC3C2=O)c1)C1CCCCC1 (configuration not stated)	11	0	1	7	-8	-8	96	-1.1	0	-4
CCCS(=O)(=O)N1CCCC(C(=O)NCCN(Cc2ccccc2)C(C)C)C1 (configuration not stated)	2	4	4	10	8	-6	102	-2.8	-1	-3
CCc1ccc(-c2cc(C(=O)NCc3ccco3)c3ccccc3n2)s1	-4	0	-21	-6	-34	9	99	-0.5	-1	9
COc1ccc(NC(=O)COC(=O)CCCN2C(=O)c3ccccc3C2=O)cc1Cl	1	8	3	-5	10	-1	99	1.5	3	-1
Continued.
SMILES	m5-HT2A agonist	MC4R antagonist	TLR9-MyD88 block	H9c2 protect	SRC2 inh	ABHD5 PLIN5 PPI	ABCB6 inh MLPCN	MC4R ag barr	Glyco luc inh	NOD2-RIPK2 inh
COC(=O)CNC(=O)COC(=O)c1cc(SC)ccc1Cl	0	6	-3	4	-10	-1	98	-1.8	2	6
Cc1cc(C)c2cc(C)c3nnc(SCC(=O)NCc4ccc5c(c4)OCO5)n3c2c1	2	-1	2	16	0	5	91	-1.5	2	-4
Cc1ccc(C(=O)OCc2cn(-c3ccccc3)nn2)cc1	-2	25	.	-9	1	-7	103	1.9	-1	-6
O=C(NN=C1CCCC1)c1ccccc1OCc1ccc(Cl)cc1	0	6	-11	6	10	2	91	0.6	-3	4
Cc1c(NC(=O)c2cc3nc(-c4ccccc4)cc(C)n3n2)c(=O)n(-c2ccccc2)n1C	-4	4	11	15	1	5	197	-1.2	0	-9
Cc1ccc(-c2nn(-c3ccccc3)cc2C(=O)Nc2cccc(S(=O)(=O)N3CCOCC3)c2)cc1	0	4	-9	-1	6	-2	98	-2.5	-1	3
CCn1c(SCC(=O)NCc2ccco2)nc2c1c(=O)n(C)c(=O)n2C	4	-4	-12	-3	-1	1	102	-2.3	4	2
C[C@H](NC(=O)c1cc2cc(Cl)ccc2n1C)C(=O)N[C@@H](Cc1ccccc1)C(=O)O	-1	0	7	0	-9	0	94	-0.3	-1	-8
c1ccc(CCNCCCOc2cccc3ccccc23)cc1	0	-5	-20	-2	13	5	95	6.2	-2	1
COc1ccc(-n2c(-c3ccc(Br)cc3)c[n+]3c2CCCCC3)cc1	-1	9	.	-20	-22	3	96	-1.3	1	-7

The closing two records of the section above lead into the next:
SMILES	m5-HT2A agonist	MC4R antagonist	TLR9-MyD88 block	H9c2 protect	SRC2 inh	ABHD5 PLIN5 PPI	ABCB6 inh MLPCN	MC4R ag barr	Glyco luc inh	NOD2-RIPK2 inh
c1ccc(CCNCCCOc2cccc3ccccc23)cc1	0	-5	-20	-2	13	5	95	6.2	-2	1
COc1ccc(-n2c(-c3ccc(Br)cc3)c[n+]3c2CCCCC3)cc1	-1	9	.	-20	-22	3	96	-1.3	1	-7
COc1cc(C(=O)NCC(c2cccnc2)N2CCN(C)CC2)cc(OC)c1OC (configuration not stated)	-5	-1	0	2	-9	-4	98	-2.1	1	-4
C/C=C/c1ccc(OCCCCOc2ccccc2F)c(OC)c1	4	8	3	-9	14	-4	99	-0.9	0	-6
Cc1ccc(Cn2c(SCC(=O)Nc3cc(C)on3)nc3ccccc3c2=O)cc1	2	-8	-10	9	-7	-6	90	8.8*	-2	-9
Cc1cc(-c2nnc3sc(C4CCCCC4)nn23)n[nH]1	10	-3	7	6	14	2	100	-1.1	0	-7
CC(=O)OC12CC3CC(C1)C(=NO)C(C3)C2	-4	11	-3	8	-7	-4	100	-1.2	2	6
O=C(O)CSc1nc2ccccc2c(=O)[nH]1	7	5	5	-3	2	-2	99	2.4	-2	-2
Cc1ccc(S(=O)(=O)N(C)C)cc1NC(=O)C1CCCCC1	2	15	11	0	-11	-1	99	1.4	0	-2
CN(CC(=O)Nc1cccc(C(F)(F)F)c1)Cc1ccccc1	-12	4	5	-5	7	-2	105	4.0	-2	0
Cc1ccc(C(=O)Cc2ccccc2)cc1	0	11	-9	-10	-51	2	112	0.7	-1	-12
CCOc1cc(N2CCOCC2)c(OCC)cc1NC(=O)COC(=O)c1cc(C)oc1C	3	-5	-12	-5	2	-2	102	3.2	3	-15
COc1ccc(-c2cc(C(F)(F)F)n3nc(C(=O)N4CCCCC4)cc3n2)cc1OC	6	6	-5	2	3	4	105	1.4	4	-11
c1ccc(-c2nccc(-c3ccc4c(c3)OCO4)n2)cc1	-1	5	0	-6	-29	-7	102	1.9	0	-2

Bioassay records from PubChem BioAssay.
